BoNT F protease: BoNT/F light chain protease inhibitors, primary screen, biochemical, flow cytometry, MLPCN library | Botulinum neurotoxin type F light chain protease (Clostridium botulinum) | Multiplex microsphere protease cleavage assay | inhibition, % at 10 µM | 360,000 compounds, 0.22% hits | AID 588497, 2011; in the data active = inhibition above about 35%, passing the limit was not always enough; inconclusive = no clear call, values can overlap the other calls; note: plate controls were buffer without enzyme for full effect and enzyme alone for no effect
Anthrax LF inh2: Bacillus anthracis LF protease inhibitors, primary screen, biochemical, multiplex microsphere, MLPCN library | AID 588501, 2011 | multiplex microsphere protease cleavage assay | inhibition, % at 10 µM | 360,000 compounds, 0.12% hits; note: plate controls were buffer without enzyme for full effect and enzyme alone for no effect
Target sequence (P15917 whole entry, looked up): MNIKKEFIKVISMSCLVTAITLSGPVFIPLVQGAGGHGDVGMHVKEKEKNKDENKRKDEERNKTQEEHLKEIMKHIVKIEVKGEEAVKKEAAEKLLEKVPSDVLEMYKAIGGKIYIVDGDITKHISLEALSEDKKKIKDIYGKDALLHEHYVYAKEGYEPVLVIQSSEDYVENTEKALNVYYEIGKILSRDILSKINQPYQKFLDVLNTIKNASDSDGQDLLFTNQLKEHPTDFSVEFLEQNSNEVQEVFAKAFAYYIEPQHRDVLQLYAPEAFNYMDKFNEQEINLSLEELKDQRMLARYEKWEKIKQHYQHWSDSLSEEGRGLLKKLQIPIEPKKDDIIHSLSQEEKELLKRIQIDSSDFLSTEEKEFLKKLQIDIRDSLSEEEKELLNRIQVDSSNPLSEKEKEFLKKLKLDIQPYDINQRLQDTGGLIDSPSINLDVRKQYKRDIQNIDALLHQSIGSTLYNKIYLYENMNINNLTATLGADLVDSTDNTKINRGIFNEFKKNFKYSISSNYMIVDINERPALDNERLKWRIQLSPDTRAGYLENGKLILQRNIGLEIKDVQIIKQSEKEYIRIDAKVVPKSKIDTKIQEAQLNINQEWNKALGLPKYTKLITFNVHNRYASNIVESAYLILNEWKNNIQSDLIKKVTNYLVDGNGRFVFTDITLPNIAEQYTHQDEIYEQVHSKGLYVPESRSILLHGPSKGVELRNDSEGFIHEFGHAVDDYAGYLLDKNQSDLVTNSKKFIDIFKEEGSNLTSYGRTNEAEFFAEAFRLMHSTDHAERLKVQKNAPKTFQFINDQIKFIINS
FadD28 binding: inhibitors of FadD28 bisubstrate probe binding, primary screen, biochemical, fluorescence polarization, single point | Mycobacterium tuberculosis FadD28 fatty-acid-AMP ligase | inhibition, % at 12.5 µM | 360,000 compounds, 0.22% hits | AID 588549, 2011; in the data active = inhibition above about 8.5%, passing the limit was not always enough; inconclusive = no clear call, values can overlap the other calls
PfHsp40 yeast: rescue of yeast from PfHsp40 toxicity, primary screen, S. cerevisiae, ATP luminescence; S. cerevisiae expressing PfHsp40, growth rescue; growth rescue, % at 12.5 µM; 340,000 compounds, 0.68% hits; in the data active = growth rescue above about 28%, passing the limit was not always enough; inconclusive = no clear call, values can overlap the other calls;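 note: yeast W303a lacking pdr1 and pdr3 grown in galactose medium; growth measured after three days at 30 °C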
TcdB GH inh: TcdB glycohydrolase inhibitors, primary screen, biochemical, single point, plate reader; Toxin B (Clostridioides difficile), P18177; inhibition, % at 9.99 µM; TcdB glycohydrolase enzymatic assay; 350,000 compounds, 0.24% hits; in the data active = inhibition above about 10%
BoNT A protease: BoNT/A light chain protease inhibitors, primary screen, biochemical, flow cytometry, MLPCN library; 360,000 compounds, 0.17% hits; inhibition, % at 10 µM; Botulinum neurotoxin type A light chain protease (Clostridium botulinum A str. ATCC 3502); multiplex microsphere protease substrate cleavage; note: plate controls were buffer without enzyme for full effect and enzyme alone for no effect
CCHFV vOTU inh: CCHFV vOTU protease inhibitors, primary screen, biochemical, Pep-AMC substrate, fluorescence; inhibition, % at 11.5 µM; 370,000 compounds, 0.55% hits; Crimean-Congo hemorrhagic fever virus L polyprotein viral ovarian tumor (vOTU) protease …; in the data active = inhibition above about 30%; note: 0% = vehicle wells with enzyme and 100% = no enzyme wells
PrPC surface inh: inhibitors of human cell surface prion protein PrPC, primary screen, cell-based, TR-FRET; inhibition, % at 13.8 µM; 370,000 compounds, 0.43% hits; TR-FRET read-out; AID 720596, 2013; in the data active = inhibition above about 24%; note: 0% = median of the test wells and 100% = reference compound wells
Y pestis TopoI: Yersinia pestis topoisomerase I inhibitors, primary screen, biochemical, cleavage product accumulation, plate reader, single point; AID 504884, 2011; activity, % at 10 µM; DNA topoisomerase I (Yersinia pestis CO92); Y. pestis Topo-I cleavage product accumulation; 360,000 compounds, 0.064% hits; in the data active = activity above about 50%, passing the limit was not always enough; inconclusive = no clear call, values can overlap the other calls; note: inactives centre near 2
Active calls of the source: *; ? = inconclusive; · = not tested or not shown. Cut-off read from the data, not from the text of the source, unless noted: active = inhibition above about 30%; inconclusive = no clear call, values can overlap the other calls; inactive = below that.

SMILES	BoNT F protease	Anthrax LF inh2	FadD28 binding	PfHsp40 yeast	TcdB GH inh	BoNT A protease	CCHFV vOTU inh	PrPC surface inh	Y pestis TopoI
O=c1[nH]c(C2CCN(S(=O)(=O)c3ccccc3F)CC2)nc2c1nnn2Cc1ccc(OC(F)(F)F)cc1	-2	-4	0.4	-0.8	0.5	1.1	15	-1	45
N#C/C(C(=O)N1CCOCC1)=C1/SC(Cc2ccccc2Cl)C(=O)N1c1ccccc1 (stereo not given)	4	0	-0.3	-0.1	-0.3	-0.3	-10	-6	6
CC(=O)Nc1ccc(S(=O)(=O)N2CCN(C(=O)CCC3CCCC3)CC2)cc1	7	1	-0.3	-0.2	·	0.1	-6	-1	23
Cc1ccc(-c2csc(C3=C(O)CN(NC(=O)c4ccc([N+](=O)[O-])cc4)C3=N)n2)cc1	-4	1	0.9	-0.9	-0.1	0.4	0	-8	7
CN1C(=O)/C(=N/OC(=O)c2ccccc2Br)c2ccccc21	0	0	0.2	-0.7	-0.1	0.3	-10	12	8
CCOC(=O)[C@]12CCC=C1N(Cc1ccco1)C(=O)[C@H](CC(=O)NCCCOC)C2	11	-13	·	·	0.0	0.8	-6	-1	·
COc1ccc(S(=O)(=O)N(n2c(C)nnc2-n2nc(C)cc2C)S(=O)(=O)c2ccc(OC)cc2)cc1	-14	5	0.5	0.2	·	0.8	·	·	11
COC(=O)c1sc(=S)n(-c2ccccc2)c1N	8	2	-1.8	0.9	·	7.7	5	-22	-2
O=c1[nH]c2ccccc2n1Cc1ccc(Cl)cc1	1	1	-3.0	0.3	·	-0.2	5	-8	6
O=C(c1ccc(S(=O)(=O)N2CCOCC2)cc1)N(Cc1ccco1)Cc1cccs1	22	8	-0.9	-1.5	·	2.7	-9	10	-6
Cc1ccc(NC(=O)c2c(C(F)(F)F)nn(C)c2SCc2ccc(Cl)cc2)cc1C	-11	-1	0.6	1.2	·	-3.9	10	11	1
COc1ccc(Cl)cc1N(CC(=O)Nc1ccc2c(c1)OCCO2)S(C)(=O)=O	0	-8	-2.5	0.4	·	-1.8	3	-7	4
CC[C@]12c3[nH]c4cc(CCC(=O)N(C)C)ccc4c3CCN1C(=O)[C@@H](CC(=O)NCCN1CCOCC1)C[C@@H]2C(=O)N1CCN(C(=O)C2CC2)CC1	1	0	-2.9	0.8	0.0	-0.5	12	1	-9
Cc1ccc2c(c1)N(C(C)C(=O)NCc1ccccn1)C(=O)CO2 (stereo not given)	4	-7	-3.2	-0.8	1.4	-0.8	-1	2	-5
Cc1nn(Cc2ccccc2)c(=O)c2nn(-c3ccc(Cl)cc3)c(C)c12	-1	-5	-1.4	-0.6	·	-0.5	-3	13	2
CC(C)C[C@@H]1COc2cc(N3CCC[C@@H]3CO)ccc2S(=O)(=O)N1	5	0	·	·	1.7	-0.4	-1	8	·
O=C(c1ccccc1)N1CC(COc2ccccc2)OC(c2ccco2)O1 (stereo not given)	-33	-1	-1.3	-0.2	·	0.2	11	-3	28
CCOc1ccc(C2CC(c3ccc(OC)cc3)n3ncnc3N2)cc1 (stereo not given)	4	-11	0.5	-1.7	0.0	-0.7	-2	2	29
CSCC[C@H](NS(=O)(=O)c1ccc(C)cc1)C(=O)N1CCC(C(=O)N[C@@H](C)C(=O)O)CC1	1	0	-1.8	5.0	0.1	-0.3	-3	10	-8
COc1cc2c(=O)n(Cc3ccccc3)c(=O)n(CC(=O)NCc3ccco3)c2cc1OC	-48	-2	-1.9	0.1	·	-1.9	0	5	2
O[C@@H]1CN(C2CCCCC2)CC[C@H]1N1CCN(CCc2ccccc2)CC1	-36	-13	-2.2	-2.2	·	-8.1	·	·	-2
COC(=O)N/N=C/c1cccc(OC(=O)c2ccc3c(c2)OCO3)c1	·	·	-0.7	-0.4	4.1	·	-7	6	2
CC1(C)Cc2c(sc(NC(=O)C(=O)N3CCCC3)c2C#N)CO1	9	3	-1.1	-0.9	-0.5	1.5	17	1	3
CCN(CC)c1nc(Oc2ccc(C(=O)OC)cc2)nc(N2CCOCC2)n1	3	-3	-2.6	1.8	1.0	-0.1	4	-1	11
COC1CCCN(C(=O)c2cccc(OC3CCN(S(=O)(=O)N(C)C)CC3)c2)C1 (stereo not given)	-10	-2	-0.2	-2.0	0.7	-1.4	22	-6	-6
COc1ccc(Cc2noc(-c3ccccc3)n2)cc1OC	-8	0	-3.9	3.1	1.5	-1.2	9	3	-7
COc1ccc2c(c1)CCc1c(C(=O)NCc3ccc(F)cc3)noc1-2	-3	7	-1.6	0.2	0.9	0.1	8	8	0
O=C(CCSc1nnnn1-c1ccccc1)N1CCOCC1	5	0	-2.4	0.5	·	0.3	-1	-4	2
CC(=O)c1c(COC(=O)c2ccccc2Cl)nc2ccccc2[n+]1[O-]	?	-11	-1.9	-2.0	1.3	2.5	-3	-2	-3
COc1cc(OC)c(OC)cc1CNC(=O)c1cc(=O)[nH]c2ccccc12	2	1	·	0.3	3.6	1.4	5	1	-6
Cc1ccc(SCc2cc(=O)[nH]c(/N=C(\N)Nc3ccccc3Sc3ccccc3)n2)cc1	-29	-2	0.2	-0.2	·	-1.7	0	-8	6
Cc1cc(-c2ccccc2)nc(N/N=C/c2ccco2)n1	-5	-3	-2.6	-0.4	·	-2.0	15	-10	-7
CCOC(=O)/C(C#N)=C/C1=C(N2CCCC2)CC(C)(CC)OC1 (stereo not given)	-8	-1	-3.0	-0.1	·	-0.7	5	-4	7
CC(=O)Nc1ccc(Nc2nc3c(S(=O)(=O)c4ccc(C)c(C)c4)nnn3c3ccccc23)cc1	-6	1	-1.3	0.0	-0.8	0.3	5	-3	-12
COc1ccc(-c2cc(C(F)F)n3ncc(C(=O)N4CCCCC4)c3n2)cc1	-19	-2	-0.9	-0.9	·	0.5	-29	-10	7
N[C@@H](Cc1cnc[nH]1)C(=O)Nc1ccc2ccccc2c1	-4	-9	-3.8	0.3	0.8	-1.6	17	-5	0
Cc1cc(C)cc(NC(=S)NCc2cccn2C)c1	-10	-6	0.3	-0.4	1.0	-0.1	·	·	11
CCCc1nnc(SCC(=O)N2CCCCC2)n1CC1CCCO1 (stereo not given)	2	-2	-2.6	-0.9	·	0.9	-5	0	1
CC(C)(C)P(=O)(CO)c1ccccc1 (stereo not given)	2	-3	-2.9	-0.8	·	3.4	6	6	2
COc1ccc(NC(=O)COC(=O)Cn2c(C)nc3ccccc32)cc1OC	1	0	-2.0	0.6	·	-0.3	0	-1	-3

Rewritten in CSV form: entries from further up.
SMILES,BoNT F protease,Anthrax LF inh2,FadD28 binding,PfHsp40 yeast,TcdB GH inh,BoNT A protease,CCHFV vOTU inh,PrPC surface inh,Y pestis TopoI
CCOC(=O)/C(C#N)=C/C1=C(N2CCCC2)CC(C)(CC)OC1 (stereo not given),-8,-1,-3.0,-0.1,·,-0.7,5,-4,7
COc1ccc(Cc2noc(-c3ccccc3)n2)cc1OC,-8,0,-3.9,3.1,1.5,-1.2,9,3,-7

Part of the list above in order of molecular weight, lowest first.
SMILES	BoNT F protease	Anthrax LF inh2	FadD28 binding	PfHsp40 yeast	TcdB GH inh	BoNT A protease	CCHFV vOTU inh	PrPC surface inh	Y pestis TopoI
O=C(CCSc1nnnn1-c1ccccc1)N1CCOCC1	5	0	-2.4	0.5	·	0.3	-1	-4	2
CC1(C)Cc2c(sc(NC(=O)C(=O)N3CCCC3)c2C#N)CO1	9	3	-1.1	-0.9	-0.5	1.5	17	1	3
COc1cc(OC)c(OC)cc1CNC(=O)c1cc(=O)[nH]c2ccccc12	2	1	·	0.3	3.6	1.4	5	1	-6

Further entries
SMILES	BoNT F protease	Anthrax LF inh2	FadD28 binding	PfHsp40 yeast	TcdB GH inh	BoNT A protease	CCHFV vOTU inh	PrPC surface inh	Y pestis TopoI
NS(=O)(=O)c1ccc(CCNC(=O)c2ccc(S(=O)(=O)N3CCCCC3)cc2)cc1	-14	-11	-0.3	1.8	·	-3.1	2	-3	4
Cc1cc(C)n2nnnc2n1	?	13	-3.8	1.6	1.6	1.3	-7	-5	-4
Cc1cc(C)cc(C(=O)n2cnnc2N)c1	5	-2	-5.1	-0.4	·	0.3	2	0	-1
C/C(=N\NC(=O)CCC(=O)Nc1ccc(C)c(C)c1)c1cccs1	-5	-1	-2.3	-0.3	0.8	-0.5	5	-8	9
Cc1cc2c(cc1C)CSC(c1ccc(O)cc1)SC2	16	2	-3.9	6.9	1.2	2.3	2	6	6
CCc1nc2ccc(C(=O)N(CC)CC(=O)Nc3c(F)cccc3F)cc2nc1CC	-8	-7	-1.6	-0.3	-0.4	0.0	9	6	2
COC(=O)c1ccc2c(=O)n(CCN3CCOCC3)c(SCC(=O)Nc3cccc(OC)c3)nc2c1	3	-1	-2.4	0.6	0.2	-0.1	12	1	26
O=C(NC1CCN(C(=O)NC2CCCCC2)CC1)c1ccco1	-8	3	-4.1	-2.3	·	0.9	2	-2	3
CCOc1ccc(-c2noc(-c3cccnc3)n2)cc1OC	6	-1	-2.1	0.5	·	1.6	12	-2	-4
NNc1cccc(C=Cc2ccccc2)cc1=O	-24	-6	-2.7	-0.2	-6.7	2.9	11	0	-3
Cc1ccc(C)c(S(=O)(=O)NCC(=O)OCC(=O)Nc2sccc2C(N)=O)c1	4	0	-2.4	0.4	0.8	4.9	5	-3	5
CC(C)(C)NC(=O)C[C@H]1C[C@H](C(=O)N2CCOCC2)[C@@]2(CCC3CCCC3)c3[nH]c4ccc(Cl)cc4c3CCN2C1=O	-1	1	-2.6	-0.6	·	-0.3	·	·	24
Cc1cccc(NC(=O)c2sc3nc4c(c(-c5cccs5)c3c2N)CN(C)CC4)c1	-96	-13	-3.8	0.3	·	4.3	30*	-16	-28
O=C(CCN1C(=O)C2C3CCC(C3)C2C1=O)OCC(=O)c1cccc([N+](=O)[O-])c1 (stereo not given)	8	-2	-1.0	2.3	-0.4	-1.7	-17	-13	-5
CC(Oc1ccc(Cl)cc1)C(=O)N/N=C/c1ccsc1 (stereo not given)	-7	-1	-1.1	4.4	·	-1.2	7	4	-7
Cc1c(OC(C)C(=O)NCc2cccnc2)ccc2c3c(c(=O)oc12)CCCC3 (stereo not given)	2	-1	-4.7	1.2	-0.3	0.8	1	3	20
CC(C)(C)c1ccc(C(=O)Nc2cccc3ncccc23)cc1	-9	9	-1.2	17	1.0	-1.9	-15	14	15
COc1ccc(OC)c(CN2CCN(C(=O)c3cc(S(=O)(=O)Nc4ccccc4OC)ccc3C)CC2)c1	13	0	-1.1	-0.4	1.7	1.1	6	0	24
CCOc1ccc(C(=O)N/N=C/c2cc(Cl)ccc2[N+](=O)[O-])cc1	21	-2	-2.6	0.2	·	1.3	-24	-6	-3
Cc1cc(C)c(C(=O)NC2CC(C)(C)Cc3c2cnn3-c2cccc(F)c2)[nH]1 (stereo not given)	-9	-3	-0.4	4.1	1.0	1.2	3	13	7
Cc1ccc(S(=O)(=O)N(CC(=O)N2CCC(C)CC2)c2cccc(C)c2)cc1	-2	-10	1.8	-0.6	·	1.3	20	2	5
CCc1ccc(C(=O)C(C)OC(=O)Cn2cnc3c2c(=O)n(C)c(=O)n3C)cc1 (stereo not given)	-7	0	-0.8	0.7	-10	3.1	20	6	-5
O=C(N/N=C/c1cn(Cc2ccccc2)c2ccccc12)c1ccncc1	-1	0	1.2	2.8	0.3	0.7	25	17	1
S=c1[nH]nc(-c2ccc3ccccc3n2)n1Cc1ccccc1	1	-1	-3.6	-1.6	·	-0.2	3	5	7
CCOc1nc(Oc2cccc(C(=O)O)c2)nc(Oc2cccc(C(=O)O)c2)n1	-4	-1	-4.3	-0.7	·	-0.3	15	-6	-3
Cc1ccc2[nH]c(=O)c(C(c3nnnn3Cc3ccccc3)N3CCc4ccccc43)cc2c1 (stereo not given)	-1	-12	1.5	1.6	·	0.1	6	2	13
CCOC(=O)C1=C(C)Nc2ccccc2N/C1=N\S(=O)(=O)c1ccccc1	7	1	-0.1	-0.1	-0.1	1.7	8	8	-5

Screens as filed in PubChem BioAssay.
